STAT3 activator – IL-6 driven STAT3 reporter potentiators, primary screen, U3A cells, luciferase, luminescence, MLSCN library; IL-6 STAT3-luciferase reporter; 100% = signal with IL-6 EC80 alone; activation (% of control), % at 5.6 µM; 190,000 tested, 0.91% active; AID 871, 2007;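 active means activation above the screen-wide mean of compound activation plus 3 SD, cut at about 130% in these data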;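 further: 0% = background luminescence of wells with medium and substrate only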
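Test system: Human STAT1-deficient U3A cells with stable STAT3-luciferase reporter | Also added: Interleukin-6, 33 ng/mL | Timing: Compound pre-incubation 1 h before IL-6, then 6 h stimulation at 37 °C | Technique: Luciferase reporter luminescence | Read-out: Percent of IL-6-only median luminescence | Benchmarks: IL-6-only wells as 100% reference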
STAT1 inh – STAT1 signaling inhibitors, primary screen, cell-based, HTS, luciferase reporter | AID 920, 2007 | inhibition, % at 5.5 µM | NIH 3T3 STAT1-luciferase reporter, IFN-gamma, luminescence | 200,000 tested, 0.35% active;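 active means inhibition above a set limit, the mean inhibition across all tested compounds plus 3 SD, cut at about 34% in these data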;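 further: 0% = IFN-gamma with DMSO and 100% = IFN-gamma with 300 µM nifuroxazide; values of inactives mirror those of a sister screen read the other way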
TNAP act hiacc – TNAP activators at high phosphate acceptor level, primary screen, biochemical, luminescence, uHTS; Alkaline phosphatase, tissue-nonspecific isozyme (Homo sapiens), P05186; purified TNAP, CDP-star luminescence, 1 M DEA, 30 min; hits give high values; 0 = EDTA background, 1 = DMSO-only activity; 200,000 tested, under 10 active; activation factor at 20 µM;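 active means activation factor at least 2 at 20 µM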
Target sequence (P05186 whole entry, looked up): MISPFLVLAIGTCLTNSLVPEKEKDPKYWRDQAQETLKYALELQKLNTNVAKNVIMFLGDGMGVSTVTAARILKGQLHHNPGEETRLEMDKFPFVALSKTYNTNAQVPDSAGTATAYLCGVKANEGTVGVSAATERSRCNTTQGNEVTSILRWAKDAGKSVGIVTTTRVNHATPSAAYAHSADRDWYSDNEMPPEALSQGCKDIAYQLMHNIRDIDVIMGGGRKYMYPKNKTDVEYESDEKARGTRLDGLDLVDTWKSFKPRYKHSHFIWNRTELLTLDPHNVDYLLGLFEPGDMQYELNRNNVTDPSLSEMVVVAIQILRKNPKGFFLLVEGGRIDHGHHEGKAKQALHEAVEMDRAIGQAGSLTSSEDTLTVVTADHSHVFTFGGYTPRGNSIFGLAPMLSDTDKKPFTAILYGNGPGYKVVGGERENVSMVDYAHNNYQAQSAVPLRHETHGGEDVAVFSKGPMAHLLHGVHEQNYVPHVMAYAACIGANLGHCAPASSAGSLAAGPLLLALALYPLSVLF
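Dosing: 20 µM single point. System: human TNAP. Amount: TNAP 1/800 final. Incubation: 30 min, room temperature. Read-out: TNAP activation factor scaled between EDTA and DMSO control wells. Signal: luminescence from CDP-star hydrolysis. Medium: 1 M DEA, pH 9.8, Mg2+, Zn2+. Control set: EDTA negative control, DMSO positive control.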
PPARg SRC3 recr – PPARgamma agonists recruiting SRC-3 coactivator, primary screen, biochemical; 200,000 tested, 0.26% active; AID 731, 2007; biochemical PPARgamma/SRC-3 coactivator recruitment assay; Peroxisome proliferator-activated receptor gamma (Homo sapiens), P37231; activation, % at 8 µM; in the data active means activation above about 23%;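 further: 0% = DMSO and 100% = reference agonist; some compounds past the cut are filed as inactive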
PPARg SRC-2 ag – agonists of PPARg-SRC-2 recruitment, primary screen, biochemical, HTS | PPARgamma LBD-SRC-2 recruitment | 200,000 tested, 0.34% active | activation, % at 8 µM | AID 1032, 2008 | Peroxisome proliferator-activated receptor gamma (Homo sapiens), P37231; in the data active means activation above about 22%;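 further: 0% = vehicle and 100% = reference agonist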
bIAP inh – bovine intestinal alkaline phosphatase inhibitors, primary screen, selectivity assay for TNAP inhibitor project, biochemical, bovine IAP, CDP-star luminescence; inhibition, % at 20 µM; AID 1019, 2008; 190,000 tested, under 10 active; purified bovine IAP, 30 min;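 active means over 50% inhibition of intestinal alkaline phosphatase at 20 µM in the single-dose screen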
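Assay system – bovine IAP enzyme · Quantity – bovine IAP at 1/65,000,000 final dilution · Detection – CDP-star luminescence signal · Times – 30 min reaction at room temperature · Also added – CDP-star substrate at 30 µM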
bIAP activator – bovine intestinal alkaline phosphatase activators, primary screen, biochemical, bovine IAP, CDP-star luminescence | purified bovine IAP, 30 min; hits give high values; fold of DMSO-control signal, blank-subtracted | activation factor at 20 µM | 200,000 tested, 0.17% active | AID 1016, 2008;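 active means activation factor of 2 or more at 20 µM, a signal rise over negative controls twice the positive control's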
STAT3 inh – IL-6 driven STAT3 reporter inhibitors, primary screen, U3A cells, luciferase, luminescence, MLSCN library | IL-6 STAT3-luciferase reporter; host cell line lacks STAT1 | inhibition, % at 5.5 µM | 190,000 tested, 0.89% active | AID 862, 2007;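 active means inhibition above the mean inhibition across all screened compounds plus 3 SD, cut at about 44% in these data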;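 further: 0% = DMSO only wells and 100% = 100 µM nifuroxazide control wells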
TR-FRET SRC-2 ct – TR-FRET signal artefacts, primary screen, artefact control for PPARgamma SRC-2 agonist project, biochemical; TR-FRET artefact counter-screen; hits give high values; TR-FRET ratio at 8 µM; AID 1049, 2008; 200,000 tested, 0.4% active; in the data active means TR-FRET ratio above about 2000; further: inactives centre near 1500
ROMK primary – ROMK potassium channel modulators, primary screen, cell-based, thallium flux, MLSMR library. ATP-sensitive inward rectifier potassium channel 1 (Homo sapiens), P48048. B-score at 10 µM. 130,000 tested, 2% active. Tet-inducible ROMK, thallium flux fluorescence; actives lie on both sides;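 active means signal ratio slope over the read window, or its plate-corrected B-score, at least 3 SD from the plate mean, either direction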;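 further: B-score of the F/F0 ratio slope over 7 to 12 s after thallium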
Target sequence (P48048 whole entry, looked up): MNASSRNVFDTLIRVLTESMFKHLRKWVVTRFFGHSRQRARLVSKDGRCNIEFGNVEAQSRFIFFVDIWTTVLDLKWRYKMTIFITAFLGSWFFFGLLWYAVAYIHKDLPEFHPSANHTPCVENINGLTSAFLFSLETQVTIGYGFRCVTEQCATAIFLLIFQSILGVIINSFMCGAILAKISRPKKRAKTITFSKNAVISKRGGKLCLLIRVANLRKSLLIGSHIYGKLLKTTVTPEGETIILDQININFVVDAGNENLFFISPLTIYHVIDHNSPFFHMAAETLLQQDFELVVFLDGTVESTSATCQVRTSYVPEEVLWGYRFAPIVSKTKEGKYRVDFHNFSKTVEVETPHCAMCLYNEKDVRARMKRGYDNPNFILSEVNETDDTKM
PPARg SRC1 recr – PPARgamma agonists recruiting SRC-1 coactivator, primary screen, biochemical; Peroxisome proliferator-activated receptor gamma (Homo sapiens), P37231; PPARgamma-SRC-1 coactivator recruitment biochemical assay; activation, % at 8 µM; 200,000 tested, 0.41% active; in the data active means activation above about 19%;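 further: 0% = DMSO and 100% = reference agonist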
* hit, by the source's call; / = not tested or not shown.

SMILES	STAT3 activator	STAT1 inh	TNAP act hiacc	PPARg SRC3 recr	PPARg SRC-2 ag	bIAP inh	bIAP activator	STAT3 inh	TR-FRET SRC-2 ct	ROMK primary	PPARg SRC1 recr
O=C(c1ccccc1)N1CCCC(C(=O)N2CCc3ccccc3C2)C1 (centres undefined)	101.9	3.0	1	5.5	15.6	-2.7	1	2.3	1429	1.19	-3.6
Cc1ccoc1C(=O)Nc1cccc(Oc2ccccc2)c1	93.4	-39.7	1.1	7.0	7.3	0.0	1	13.3	1636	0.171	0.1
C=CCn1c(N2CCCCCC2)nc2c1c(=O)[nH]c(=O)n2C	107.4	-0.9	1	-3.9	-5.4	-2.0	1	-4.7	1398	/	-6.8
O=C(Cc1cc(=O)[nH]c(=O)[nH]1)NCc1ccc(Cl)cc1	103.6	-1.0	1	-2.0	-3.9	7.6	0.9	-4.3	1534	0.125	-6.7
CN(C(=O)c1ccc(COc2ccccc2Br)o1)c1ccccc1	105.6	7.0	1	2.8	9.2	-22.0	1.2	3.3	1639	-0.0517	1.7
Fc1cccc(-c2nn[nH]n2)c1	101.3	-1.6	1	5.9	3.1	0.4	1	-1.4	1660	0.352	1.5
COc1ccc(N=NC2=C(O)CC(C)(C)CC2=O)cc1	91.4	2.8	0.9	-4.8	-7.2	14.1	0.9	13.6	1374	/	1.3
Cc1cnnc2ccc3c(no[n+]3[O-])c12	95.7	4.7	1.1	7.8	3.0	11.2	0.9	8.7	1708	/	8.0
CN(CC(=O)NCCCN1CCOCC1)S(=O)(=O)c1ccc(Br)cc1	110.3	4.2	1.1	13.6	12.7	-9.0	1.1	-10.1	1576	/	10.8
CCCCNC(=O)CSc1nnc(-c2ccco2)n1C	97.2	5.6	1	8.5	8.0	1.8	1	8.4	1543	/	2.1
NC(=O)C1CCN(CC(=O)Nc2ccccc2Sc2ccccc2)CC1	97.8	-0.1	1	-1.4	-2.1	8.8	0.9	4.9	1584	/	0.3
C=CCn1c(-c2cc(-c3ccc(C)cc3)nc3ccccc23)n[nH]c1=S	97.5	-0.4	1	3.0	0.2	-21.6	1.2	5.4	1573	-1.42	-3.7
COc1ccc(S(=O)(=O)N2CCCC(C(=O)NCCC(C)C)C2)cc1 (centres undefined)	96.0	0.2	1	-0.4	-2.0	-22.5	1.2	4.7	1496	-0.892	-4.3
CC(=O)Nc1ccc(S(=O)(=O)NC2=C(N3CCN(c4ccc(F)cc4)CC3)C(=O)c3ccccc3C2=O)cc1	87.5	-6.7	1	3.9	10.0	9.2	0.9	15.3	1394	0.172	0.3
CCc1nc(SCC(=O)Nc2nccs2)c2oc3ccccc3c2n1	93.6	9.6	1	7.4	10.9	11.7	0.9	13.7	1567	-1.13	8.6
CN(Cc1cn(C)nc1-c1ccccc1F)Cc1nccn1C	102.0	-1.0	1.1	1.3	3.9	1.0	1	3.3	1602	0.144	0.2
O=C(O)c1ccc(/C=N/Nc2ccc(C(F)(F)F)cn2)cc1	102.4	-59.2	1	-1.3	2.7	1.9	1	4.9	1615	0.0105	-5.5
Cc1ccc(-n2nnnc2SCC(=O)NC2CCCc3ccccc32)cc1 (centres undefined)	105.9	1.4	1	-0.2	-4.1	11.7	0.9	-3.2	1523	-1.76	-2.3
OCCN1CCN(CCCN2c3ccccc3Sc3ccc(C(F)(F)F)cc32)CC1	84.8	9.0	1	2.6	2.0	14.1	0.9	19.5	1552	/	10.4
CC1=NN(c2ccccc2)C(=O)C1C(=O)c1ccc([N+](=O)[O-])cc1 (centres undefined)	100.4	7.2	1	3.0	6.8	-4.6	1	4.6	1406	-0.303	2.4
COc1ccc(CNC(=S)NC(C)CCc2ccccc2)cc1 (centres undefined)	102.2	2.0	1	2.5	10.0	19.7	0.8	-0.8	1560	-0.257	6.7
COc1cccc(/C=N/NC(=O)CC2C(=O)NN=C2C)c1OC (centres undefined)	97.5	10.0	1	18.0	4.5	7.8	0.9	7.4	1792	/	9.9
Cc1ccc(NC(=O)c2cc(C)nn2-c2ccccc2)cc1	93.8	-6.8	1	-8.1	4.2	2.6	1	12.5	1482	/	-1.3
Cn1c(-c2ccc(F)cc2)cnc1SCC(=O)Nc1ccccc1	89.2	6.4	1.1	-0.1	-12.5	16.7	0.8	15.0	1344	-0.563	-8.1
COC(=O)c1ccc(CSc2nnc(NC(=O)C3CC(=O)N(Cc4ccc(C)cc4)C3)s2)cc1 (centres undefined)	98.3	-3.6	1	4.1	20.4	0.0	1	-0.3	1801	0.142	4.3

Three compounds from above, sorted by their value in STAT3 activator, rising.
SMILES,STAT3 activator,STAT1 inh,TNAP act hiacc,bIAP inh,bIAP activator,ROMK primary
Fc1cccc(-c2nn[nH]n2)c1,101.3,-1.6,1,0.4,1,0.352
O=C(O)c1ccc(/C=N/Nc2ccc(C(F)(F)F)cn2)cc1,102.4,-59.2,1,1.9,1,0.0105
Cc1ccc(-n2nnnc2SCC(=O)NC2CCCc3ccccc32)cc1 (centres undefined),105.9,1.4,1,11.7,0.9,-1.76

Look-ups from the list.
bIAP inh with O=C(c1ccccc1)N1CCCC(C(=O)N2CCc3ccccc3C2)C1 (centres undefined) stands at -2.7
bIAP inh with Cc1cnnc2ccc3c(no[n+]3[O-])c12 stands at 11.2
TR-FRET SRC-2 ct with CN(C(=O)c1ccc(COc2ccccc2Br)o1)c1ccccc1 stands at 1639

More compounds
SMILES	STAT3 activator	STAT1 inh	TNAP act hiacc	PPARg SRC3 recr	PPARg SRC-2 ag	bIAP inh	bIAP activator	STAT3 inh	TR-FRET SRC-2 ct	ROMK primary	PPARg SRC1 recr
COc1ccc(C(CC(=O)O)NC(=O)OC(C)(C)C)cc1 (centres undefined)	103.8	-3.8	1	-0.9	3.2	-0.7	1	-2.3	1672	-0.00584	7.4
Cc1[nH]n(-c2ccccc2)c(=O)c1N=Nc1ccccc1O	167.6*	-4.5	0.7	5.3	5.7	-10.4	1.1	-76.6	1563	0.28	-5.2
Cc1onc(-c2ccccc2Cl)c1C(=O)Nc1ccccc1C(=O)NC(C)C	85.1	-9.0	1	3.3	11.4	1.2	1	23.4	1639	/	4.4
COC(=O)c1ccc(N2C(=O)CC(N3CCN(c4ccccc4)CC3)C2=O)cc1 (centres undefined)	101.9	2.6	/	-6.2	-3.4	/	/	1.5	1361	/	-2.9
Cc1cc(C)n2nc(SCCCC(=O)c3ccccc3)nc2n1	106.7	-3.9	1	-3.6	-4.4	8.4	0.9	0.1	1528	0.00912	-11.7
CCOc1cc(C2C3=C(CCCC3=O)Nc3nc(C(=O)OC)nn32)ccc1OC (centres undefined)	104.8	-4.6	1	6.8	-9.5	-3.1	1	-2.4	1436	/	-1.3
Cc1nn(C2CCS(=O)(=O)C2)c(Cl)c1/C=C/C(=O)OCC(=O)c1c[nH]c2ccccc12 (centres undefined)	99.5	10.4	1	2.8	-6.2	15.0	0.8	0.9	1501	-0.902	1.5
Cc1ccc(OCC(O)CN2CCN(Cc3ccc4c(c3)OCO4)CC2)cc1C (centres undefined)	95.4	1.9	0.9	0.3	-3.1	9.4	0.9	9.7	1495	-1.56	9.0
O=C(O)/C=C/c1cn(-c2ccccc2)nc1-c1cccs1	98.7	-1.7	1	3.2	4.5	-13.5	1.1	12.6	1739	-1.09	9.4
O=C(CCSCc1ccccc1F)NCc1cccs1	106.9	-8.9	1.1	-0.3	-2.9	16.1	0.8	4.7	1317	0.0893	-7.4
Cc1ccc(S(=O)(=O)Nc2ccc3c(c2)OCCO3)cc1	104.0	2.5	1	2.9	10.7	-1.7	1	-2.4	1626	-0.547	7.8
CCCCN(C)C1=Nc2cccc3cccc1c23	102.3	-3.6	1	-8.6	-4.2	20.0	0.8	-5.9	1315	-1.3	1.7
O=C(NC12CC3CC(CC(C3)C1)C2)c1cc([N+](=O)[O-])ccc1N1CCOCC1	116.0	-0.9	1	-1.1	-5.6	-6.8	1.1	-11.8	1463	0.0234	-3.0
Cc1c(Cl)c([N+](=O)[O-])nn1CCCC(=O)N(Cc1ccccc1)Cc1ccccc1	105.8	4.2	1	-0.3	7.3	-5.9	1.1	-3.0	1601	0.000646	-1.9
COc1nc(N(CC(N)=O)S(=O)(=O)c2ccccc2)nc(C)c1Cl	100.1	2.8	1.1	6.7	11.1	4.7	1	2.9	1568	/	-0.3
Cc1ccc(C(=O)N2c3ccccc3NC(=O)C2C)cc1 (centres undefined)	101.8	9.8	1	4.3	-2.8	-9.1	1.1	0.2	1454	0.0984	-3.7
Cc1nnc(Sc2cc(C(=O)NCc3ccco3)c3ccccc3n2)s1	94.7	5.5	1	1.3	-6.7	15.3	0.8	12.3	1408	/	-1.4
CCOc1nc(SC(C(C)=O)C(=O)Nc2ccccc2)nc(N(C)C)n1 (centres undefined)	104.5	-8.8	1	-1.0	4.6	6.9	0.9	-1.2	1345	0.248	-2.7
O=C1OC(c2ccccc2)=N/C1=C\C=C\c1ccco1	108.0	-3.5	1	7.8	2.1	9.7	0.9	-4.6	1419	-0.22	-0.4
COC(=O)COc1ccc(S(=O)(=O)N2CCc3ccccc3C2)cc1	92.1	1.0	1	-3.0	6.4	3.4	1	14.8	1409	-0.253	1.2
COc1ccccc1C(CC(=O)Nc1ccc(C)c(C)c1)c1ccc(OC(C)C)cc1 (centres undefined)	95.7	8.3	1.1	0.7	8.7	15.3	0.8	7.4	1654	-0.24	6.3
Cc1nc2ncnn2c(Nc2ccc3c(c2)OCCO3)c1C	100.1	2.1	/	-3.9	7.3	/	/	4.1	1652	/	11.2
Cn1c(=O)c2c(n(C)c1=O)=NC1(CCCCC1)ON=2	102.6	-4.3	1.1	-6.1	0.7	0.2	1	1.1	1453	-0.0386	0.0
O=C(CSc1nc(C2CC2)nc2ccccc12)N1c2ccccc2Sc2ccccc21	116.9	-0.2	1	-6.8	2.8	-2.0	1	-18.0	1798	/	2.1
Cc1cc2ncn(C(=O)c3c(-c4c(Cl)cccc4Cl)noc3C)c2cc1C	102.7	-3.2	1	-16.9	-6.8	0.4	1	1.8	1290	-0.423	-4.6
COc1ccc(CCN/C=C2/CC(=O)NC2=O)cc1OC	101.8	6.4	1.1	-1.8	-1.2	10.5	0.9	-1.3	1376	0.114	7.4
Cc1ccccc1-c1ncc(CN2CCN(C3CCCCC3)C(CCO)C2)cn1 (centres undefined)	104.7	-5.6	1	4.5	10.1	-11.2	1.1	-3.1	1546	0.00254	11.4

From PubChem BioAssay
